Screens from PubChem.
Plk1 PBD FP = inhibitors of human Plk1 polo box domain binding; P53350; AID 693; Plk1 PBD phosphopeptide binding, fluorescence polarization; 0.13% of 97,000 active; inhibition, %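 (tested at about 20 µM)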; in the data active = inhibition above about 34%, passing the limit was not always enough
Target sequence (P53350 whole entry, looked up, the tested form may be a part): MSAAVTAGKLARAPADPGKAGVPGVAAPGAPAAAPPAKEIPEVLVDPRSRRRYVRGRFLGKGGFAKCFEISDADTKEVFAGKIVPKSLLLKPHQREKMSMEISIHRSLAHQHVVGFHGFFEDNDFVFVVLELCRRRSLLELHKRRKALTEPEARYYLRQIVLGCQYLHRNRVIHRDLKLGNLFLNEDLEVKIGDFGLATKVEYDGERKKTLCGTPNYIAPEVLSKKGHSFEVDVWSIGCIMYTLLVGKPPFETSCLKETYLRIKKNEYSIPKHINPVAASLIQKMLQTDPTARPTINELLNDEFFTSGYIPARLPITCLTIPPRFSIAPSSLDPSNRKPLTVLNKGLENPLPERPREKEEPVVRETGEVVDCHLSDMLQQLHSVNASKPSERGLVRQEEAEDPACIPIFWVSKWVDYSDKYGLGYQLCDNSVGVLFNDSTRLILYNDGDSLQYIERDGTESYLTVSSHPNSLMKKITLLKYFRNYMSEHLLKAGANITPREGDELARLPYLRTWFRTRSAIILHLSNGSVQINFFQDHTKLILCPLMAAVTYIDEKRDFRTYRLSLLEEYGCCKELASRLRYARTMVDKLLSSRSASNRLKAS
Rev-RRE block = inhibitors of HIV-1 Rev-RRE RNA interaction. P05866. Rev peptide-RRE RNA binding, FRET. inhibition, % at 8 µM. 0.79% of 97,000 active;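 active = inhibition above the screen-wide mean plus 3 SD, cut at about 35% in these data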;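 also: 0% = median DMSO wells and 100% = median Neomycin B control wells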
Target sequence (P05866 whole entry, looked up): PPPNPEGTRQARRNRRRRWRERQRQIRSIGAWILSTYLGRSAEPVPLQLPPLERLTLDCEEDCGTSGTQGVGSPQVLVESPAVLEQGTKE
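Test system: labelled RRE RNA duplex and labelled Rev peptide. Times: 5 min compound–RNA preincubation, then 15 min with peptide, 25 °C. Doses: single-dose 8 µM. Measured by: FRET, excitation 480 nm, emission 540 nm donor and 671 nm acceptor. Measure: % inhibition of FRET ratio versus controls.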
FAK inh = inhibitors of human focal adhesion kinase; Q05397; 0.84% of 97,000 active; inhibition, %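 (tested at 7 µM)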; biochemical FAK kinase activity assay; in the data active = inhibition above about 19%;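 also: 0% = DMSO and 100% = reference compound high control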
MT1-MMP txn act = MT1-MMP promoter transcription activation | HT1080 MT1-MMP promoter luciferase reporter, luminescence, overnight; active compounds read high | activation factor at 10 µM | 0.16% of 86,000 active;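 active = activation factor of at least 2 for MT1-MMP transcription at 10 µM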
PLK1 kinase inh = PLK1 (human) kinase inhibition; P53350; recombinant PLK1 kinase, TR-FRET peptide phosphorylation; inhibition, % at 10 µM; 0.53% of 97,000 active; AID 619;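 active = inhibition of 50% or more in the single-concentration screen; inactive = inhibition below 50%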;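 also: 0% = DMSO max control and 100% = H-89 dihydrochloride min control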
PLAP act = activators of human placental alkaline phosphatase; P05187; activation fold at 20 µM; 1.2% of 96,000 active; purified PLAP enzyme, luminescent substrate read-out; active compounds read high; in the data active = activation fold above about 2
S1P2 blocker = antagonists of human S1P2 receptor; inhibition, % at 5 µM; O95136; AID 736; cell-based S1P2 antagonist assay, inhibition at 5 uM; 0.21% of 97,000 active; in the data active = inhibition above about 45%;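 also: CRE beta-lactamase reporter cells expressing human S1P2 stimulated with S1P; 0% = agonist at EC80 alone and 100% = agonist plus reference antagonist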
Target sequence (O95136 whole entry, looked up): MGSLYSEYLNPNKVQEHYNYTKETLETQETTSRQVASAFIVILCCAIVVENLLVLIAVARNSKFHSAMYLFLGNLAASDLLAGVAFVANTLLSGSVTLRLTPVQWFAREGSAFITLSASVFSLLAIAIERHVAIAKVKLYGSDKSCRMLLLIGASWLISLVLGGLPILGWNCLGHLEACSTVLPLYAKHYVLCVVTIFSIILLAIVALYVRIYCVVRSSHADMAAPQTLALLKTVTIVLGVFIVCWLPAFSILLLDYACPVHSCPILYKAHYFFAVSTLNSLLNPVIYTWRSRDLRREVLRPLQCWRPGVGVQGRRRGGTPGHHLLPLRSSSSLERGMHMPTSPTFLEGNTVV
S1P2 ag = activates the human S1P2 receptor; O95136; S1P2-expressing cell line, agonist reporter read-out; activation, % at 4.5 µM; 0.46% of 97,000 active; in the data active = activation above about 16%;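 also: 0% = vehicle low control and 100% = maximal reference agonist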
EphB4 antag = blocks human EphB4 binding to ephrin-B2 | AID 720 | P54760 | EphB4 LBD / TNYL-RAW-Alexa532 peptide, fluorescence polarization | inhibition, % at 7 µM | 0.15% of 97,000 active;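 active = inhibition above the screen-wide mean inhibition plus 3 SD, cut at about 15% in these data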;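 also: 0% = DMSO wells and 100% = excess unlabeled TNYL-RAW peptide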
Starred values were filed as active, the others as inactive; . = not tested or not shown.

SMILES | Plk1 PBD FP | Rev-RRE block | FAK inh | MT1-MMP txn act | PLK1 kinase inh | PLAP act | S1P2 blocker | S1P2 ag | EphB4 antag
COP(=O)(/C=C/c1ccccc1)C(O)c1ccc(F)cc1 (stereo unspecified) | -4 | -1 | -2 | 1.1 | -12 | 0.8 | 18 | -8 | -14
CCOc1cc(C2c3c(n[nH]c3C)C(=O)N2c2ccc(Br)cc2)ccc1O (stereo unspecified) | -29 | 4 | -1 | 1.3 | -12 | 2.3* | 4 | -5 | 1
COc1cccc(C(=O)Nc2ccc(N3CCCC3)cc2)c1 | 0 | 9 | 11 | . | -6 | 1.1 | 6 | -3 | 6
CCOC(=O)C(NC(=O)c1ccc(Cl)cc1Cl)(Nc1ccc(C)cc1)C(F)(F)F (stereo unspecified) | -8 | 5 | -3 | . | -4 | 0.8 | 1 | -5 | 5
O=C(Nc1ccc(Cc2ccncc2)cc1)c1ccc(Cl)c([N+](=O)[O-])c1 | 4 | 8 | 5 | . | -13 | 0.9 | -9 | 3 | 3
O=c1[nH]c2cc3c(cc2cc1CN(CC1CCCO1)S(=O)(=O)c1ccc(Cl)cc1)OCCO3 (stereo unspecified) | -13 | -4 | -6 | 1.2 | -48 | 1.3 | 5 | -6 | -8
O=C1C(Cl)=C(Nc2ccccc2O)C(=O)N1c1ccccc1 | -32 | 19 | -1 | 1.3 | -14 | 1.2 | 10 | -6 | -2
COc1ccccc1CNC(=O)COC(=O)c1cc(-c2ccco2)nc2ccccc12 | -29 | 2 | 45* | . | -17 | 1.3 | -16 | -3 | 8
O=c1c(-c2ccccc2)c(O)nc2ccccn12 | 0 | 10 | 0 | 1.3 | -8 | 0.8 | 11 | 1 | -14
Cc1ccoc1C(=O)Nc1cccc(Oc2ccccc2)c1 | 30 | 11 | 0 | 1.4 | 2 | 0.6 | 2 | -1 | -9
COc1ccccc1N1CCN(C(=O)Cc2cccs2)CC1 | 12 | 3 | -8 | 1.1 | 3 | 1.2 | -26 | -3 | -3
Cc1cc(C)c(S(=O)(=O)NCc2ccc3c(c2)cc(C)n3C)c(C)c1 | -6 | -3 | 2 | . | -4 | 1 | 1 | -4 | -4
c1ccc(SCc2nc(-c3cccnc3)no2)cc1 | -22 | -5 | 2 | 0.7 | -11 | 1 | 14 | -4 | -3
COc1cccc(/C=N/n2nnnc2N)c1OCc1ccccc1Cl | -9 | 4 | 0 | 1.4 | -9 | . | -13 | -4 | 1
COc1ccc2[nH]c(=O)c(CN(CCCN(C)C)C(=O)Nc3ccc(F)cc3)cc2c1 | 12 | 0 | 0 | 1.1 | -10 | 1.6 | 14 | -1 | 0
NC(=O)C1CCN(C(=O)C23CC4CC(CC(C4)C2)C3)CC1 | -8 | 3 | 0 | 1.2 | -9 | 1.1 | 9 | -5 | -11
CCCc1[nH]nc2c1C1(C(=O)N(CC)c3ccccc31)C(C#N)=C(N)O2 (stereo unspecified) | -5 | 5 | -2 | 1 | -8 | 0.9 | -8 | -3 | -3
C=CCNC(=O)c1onc(CSc2ccc(C(C)C)cc2)c1C(=O)O | -4 | -2 | -8 | . | -12 | 1.3 | 7 | -7 | 1
COc1cccc(Cn2c(NCc3ccccn3)nc3c2c(=O)n(C)c(=O)n3C)c1 | 3 | 1 | 0 | 1 | -11 | . | -23 | -1 | -4
Cc1ccccc1Cn1nc(C)c(NC(=O)c2cc3n(n2)C(C(F)F)CC(C(F)F)N3)c1C (stereo unspecified) | -26 | -5 | 0 | 1 | -2 | 1.3 | -20 | -4 | 3
CCOC(=O)C1=C(C)NC(C)=C(C(=O)OCC)C1c1ccc(O)cc1 | -12 | 2 | 0 | 1.1 | -11 | 1.3 | 6 | -6 | -3
O=C(NCCO)C1(c2ccccc2)CCCC1 | -16 | 1 | 1 | 1.2 | -2 | 1.1 | -4 | -4 | -2
Cn1ccnc1SCC(=O)Nc1ccc(Oc2ccccc2)cc1 | -37 | 2 | -2 | 1.3 | -5 | 1.6 | 8 | -5 | -6
Cc1c(Cl)cccc1NC(=O)CC(C(=O)O)C1CCCO1 (stereo unspecified) | -20 | 1 | -11 | 1.1 | -10 | 0.9 | -16 | -1 | -3
COc1cc(NC(=O)c2ccc(NS(=O)(=O)c3c(C)noc3C)cc2)cc(OC)c1 | 17 | 10 | 1 | 1 | 1 | 1.1 | -1 | -5 | 9
The list continues.
SMILES | Plk1 PBD FP | Rev-RRE block | FAK inh | MT1-MMP txn act | PLK1 kinase inh | PLAP act | S1P2 blocker | S1P2 ag | EphB4 antag
COc1ccc(Cl)cc1S(=O)(=O)N1CCN(c2ccc(F)cc2)CC1 | 1 | 17 | 8 | 1.2 | -8 | 1.5 | 16 | -4 | 7
COc1ccccc1/C=C/C(=O)c1ccc(Cl)cc1 | -21 | 16 | -1 | . | -12 | 0.8 | -5 | -4 | -4
COc1ccc(OCC(=O)NNC(=O)c2ccc(-c3ccccc3)cc2)cc1 | -18 | -2 | 18 | . | -11 | 1.5 | 8 | -5 | -3
COc1cccc2sc(Nc3nc(C)c(C(C)=O)s3)nc12 | -8 | 2 | 6 | 1.5 | -9 | 2.4* | -12 | 1 | 3
COc1ccc(C(=O)Nc2cc(Cl)cc(Cl)c2)c(OC)n1 | -9 | 4 | -1 | 1.3 | -4 | 0.9 | 7 | -10 | -3
O=C(NNC(=O)c1ccc2c(c1)OCO2)NC1CCCCC1 | -15 | 0 | 2 | . | -16 | 1.1 | -7 | -11 | -1
CCOC(=O)c1c(NC(=O)CSc2nc(C)cc(C)c2C#N)sc(C(C)=O)c1C | 27 | 1 | -7 | 1 | -47 | 1.4 | -23 | -4 | -7
CCC1(C)CC(CC(=O)O)(c2ccccc2OC)CCO1 (stereo unspecified) | -7 | 6 | 0 | 1.2 | -13 | 1.1 | 6 | -3 | -8
c1cncc(-c2nc(N3CCOCC3)c3ccccc3n2)c1 | -28 | 12 | 3 | 1.1 | -12 | 1.5 | -20 | 1 | 2
CCN(CC(=O)Nc1ccc2c(c1)OCCO2)S(=O)(=O)c1ccc(C)cc1 | -24 | -1 | -2 | 1 | -9 | 1 | -8 | -9 | 5
Cc1nc(CCNC(=O)Cc2ccccc2)cs1 | -22 | 2 | -1 | 1.2 | -25 | 1.1 | 7 | -5 | 1
O=C(CSc1nnc(-c2ccncc2)n1Cc1ccco1)Nc1nccs1 | -7 | 3 | 2 | 1.2 | 4 | . | 2 | -5 | 3
Cc1ccc(-c2nnc(SCC(=O)NNC(=O)COc3cccc(C)c3)n2C)cc1 | -3 | 5 | 2 | . | -6 | 1.4 | 27 | -4 | -2
CCNC(=O)CCC(=O)Nc1cc(Cl)ccc1C | -2 | 10 | 3 | 1.1 | -16 | 0.9 | -1 | -5 | 3
CCOc1nc(-c2ccc(C)cc2)ccc1-c1noc(COC)n1 | -26 | 17 | 1 | 1.2 | -17 | 1 | -15 | -7 | 4
CCOc1cccc(/C(O)=C2/C(=O)C(=O)N(CCOC)C2c2ccncc2)c1 (stereo unspecified) | -35 | 7 | 0 | 1.2 | -14 | 1.1 | 0 | -3 | 3
CCn1c(NC(=O)c2ccc(C)cc2)c2ccccc2nc1=O | -10 | 3 | 18 | . | -12 | 1 | 4 | -6 | 6
COc1ccc(C(=O)NC2(C(F)(F)F)C(=O)N(Cc3ccco3)C3=C2C(=O)CC(C)(C)C3)cc1OC (stereo unspecified) | -17 | -2 | -5 | 1.1 | -9 | 1.4 | 9 | -6 | 4
CCCc1cc(=O)[nH]c(/N=C(/NC(=O)C(C)N2C(=O)c3ccccc3C2=O)Nc2ccccc2)n1 (stereo unspecified) | -20 | 0 | -1 | 1.2 | -6 | 0.9 | -2 | -3 | 0
Cc1ccc(C(=O)N/C(N)=N/c2nc3ccccc3o2)cc1 | -11 | -1 | 4 | 1.5 | -9 | 1.1 | -8 | -4 | 4
O=C(CCc1ccccc1)Nc1cc(C(F)(F)F)ccc1Cl | -7 | 15 | 0 | . | -15 | 0.9 | 12 | -6 | 2
CC(=O)Nc1ccc(S(=O)(=O)N(C)CC(=O)NC2=NCCS2)cc1 | 0 | 5 | -3 | 1.3 | 10 | 0.9 | 2 | -2 | 1
Cc1ccc(NC(=O)CCn2nc(C)cc2C)cc1 | 9 | 1 | 0 | 1.2 | -5 | 1.1 | -11 | 0 | 0
Nc1nc(CN2CCN(c3cccc(Cl)c3)CC2)nc(N2CCCc3ccccc32)n1 | -8 | 5 | 0 | 0.9 | -6 | 1.5 | -12 | -4 | 0
CCOc1ccc(NC(=O)NCCCN2CCCC2)cc1 | 27 | 13 | -3 | 1.2 | 9 | 0.9 | 1 | -3 | -5
Going on with the list.
SMILES | Plk1 PBD FP | Rev-RRE block | FAK inh | MT1-MMP txn act | PLK1 kinase inh | PLAP act | S1P2 blocker | S1P2 ag | EphB4 antag
Cc1ccc(-n2nc3c(n2)/C(=N/O)CC/C3=N\O)cc1 | 3 | -3 | 3 | 1.2 | -4 | . | -17 | -3 | -4
COc1ccccc1Cn1c(-c2ccccc2OC)nc2ccccc21 | 4 | 14 | 1 | 1 | 0 | 0.9 | -11 | 0 | -6
CC(=O)C1=C(NC(=O)c2ccc(F)cc2)CC2C1C2(C)C (stereo unspecified) | -7 | 12 | -2 | 1.2 | -2 | 1 | 7 | -1 | -9
COCCNC(=O)CN(CC1CCCO1)C(=O)CCC(=O)Nc1ccccn1 (stereo unspecified) | 3 | 3 | -1 | 1 | -10 | 1.1 | -28 | -3 | -4
COC(=O)CCC(=O)Nc1ccccc1C(=O)Nc1ccccc1 | 1 | 6 | 6 | 1 | -10 | 0.9 | -1 | 0 | 6
CC(/C=N/n1c(-c2cccnc2)n[nH]c1=S)=C\c1ccccc1 | -25 | -3 | -3 | . | 1 | 1 | 11 | -1 | 3
COc1ccccc1CNC(=O)c1ccccc1NS(C)(=O)=O | 18 | 8 | -1 | 1.1 | -10 | 1 | -1 | -6 | -2

Of the compounds above, eight have fluorine.
SMILES | Plk1 PBD FP | Rev-RRE block | FAK inh | MT1-MMP txn act | PLK1 kinase inh | PLAP act | S1P2 blocker | S1P2 ag | EphB4 antag
COP(=O)(/C=C/c1ccccc1)C(O)c1ccc(F)cc1 (stereo unspecified) | -4 | -1 | -2 | 1.1 | -12 | 0.8 | 18 | -8 | -14
CCOC(=O)C(NC(=O)c1ccc(Cl)cc1Cl)(Nc1ccc(C)cc1)C(F)(F)F (stereo unspecified) | -8 | 5 | -3 | . | -4 | 0.8 | 1 | -5 | 5
COc1ccc2[nH]c(=O)c(CN(CCCN(C)C)C(=O)Nc3ccc(F)cc3)cc2c1 | 12 | 0 | 0 | 1.1 | -10 | 1.6 | 14 | -1 | 0
Cc1ccccc1Cn1nc(C)c(NC(=O)c2cc3n(n2)C(C(F)F)CC(C(F)F)N3)c1C (stereo unspecified) | -26 | -5 | 0 | 1 | -2 | 1.3 | -20 | -4 | 3
COc1ccc(Cl)cc1S(=O)(=O)N1CCN(c2ccc(F)cc2)CC1 | 1 | 17 | 8 | 1.2 | -8 | 1.5 | 16 | -4 | 7
COc1ccc(C(=O)NC2(C(F)(F)F)C(=O)N(Cc3ccco3)C3=C2C(=O)CC(C)(C)C3)cc1OC (stereo unspecified) | -17 | -2 | -5 | 1.1 | -9 | 1.4 | 9 | -6 | 4
O=C(CCc1ccccc1)Nc1cc(C(F)(F)F)ccc1Cl | -7 | 15 | 0 | . | -15 | 0.9 | 12 | -6 | 2
CC(=O)C1=C(NC(=O)c2ccc(F)cc2)CC2C1C2(C)C (stereo unspecified) | -7 | 12 | -2 | 1.2 | -2 | 1 | 7 | -1 | -9
